Source: PubChem BioAssay (The Scripps Research Institute Molecular Screening Center)
PAFAH1B2 inh: PAFAH1B2 (human) inhibition. inhibition, % at 3.39 µM. actives 1.2% (n = 340,000). AID 492953. recombinant PAFAH1B2, FP-rhodamine activity probe, fluorescence polarization;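 active = inhibition above the mean of all tested compounds plus 3 SD, cut at about 24% in these data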;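 note: 0% = enzyme with DMSO and 100% = wells lacking PAFAH1B2; many of its hits are not listed in these tables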
PME-1 primary: blocks human protein phosphatase methylesterase 1; Q9Y570; recombinant PME-1, FP-Rh probe fluorescence polarization; inhibition, % at 5.9 µM; actives 0.53% (n = 320,000);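 active = inhibition above the campaign mean of all compounds plus 3 SD, cut at about 26% in these data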;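 note: competitive labeling of PME-1 active site by serine hydrolase directed probe; 0% = PME-1 with DMSO and 100% = wells lacking PME-1 enzyme; inhibitors block probe labeling so polarization falls and inhibition rises; many of its hits are not listed in these tables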
LYPLA1 counter: counter-screen for PME1 inhibitors: inhibitors of human LYPLA1; O75608; recombinant LYPLA1, FP-Rh probe fluorescence polarization; inhibition, % at 5.9 µM; actives 0.16% (n = 320,000); AID 2174;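 active = inhibition above the mean of all tested compounds plus 3 SD, set per campaign, cut at about 14% in these data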;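 note: inhibitors block serine hydrolase probe labeling of LYPLA1 so polarization falls; 0% = enzyme with DMSO and 100% = wells lacking LYPLA1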
PAFAH2 inh: inhibitors of human PAFAH2. Q99487. recombinant PAFAH2, FP-rhodamine activity probe, fluorescence polarization. inhibition, % at 3.39 µM. actives 0.99% (n = 340,000). AID 492956;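 active = inhibition above the mean over all tested compounds plus 3 SD, cut at about 30% in these data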;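 note: inhibitors block probe labeling of enzyme so polarization drops; 0% = enzyme with DMSO and 100% = wells lacking PAFAH2 protein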
PAD4 inh: blocks human protein arginine deiminase 4; Q9UM07; recombinant PAD4, RCA probe fluorescence polarization; inhibition, % at 6.36 µM; actives 0.41% (n = 330,000);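 active = percent inhibition above a cutoff equal to the mean of all tested compounds plus 3 SD, cut at about 15% in these data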;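 note: 0% = PAD4 with RCA probe and DMSO and 100% = probe without PAD4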
Target sequence (Q9UM07 whole entry, looked up): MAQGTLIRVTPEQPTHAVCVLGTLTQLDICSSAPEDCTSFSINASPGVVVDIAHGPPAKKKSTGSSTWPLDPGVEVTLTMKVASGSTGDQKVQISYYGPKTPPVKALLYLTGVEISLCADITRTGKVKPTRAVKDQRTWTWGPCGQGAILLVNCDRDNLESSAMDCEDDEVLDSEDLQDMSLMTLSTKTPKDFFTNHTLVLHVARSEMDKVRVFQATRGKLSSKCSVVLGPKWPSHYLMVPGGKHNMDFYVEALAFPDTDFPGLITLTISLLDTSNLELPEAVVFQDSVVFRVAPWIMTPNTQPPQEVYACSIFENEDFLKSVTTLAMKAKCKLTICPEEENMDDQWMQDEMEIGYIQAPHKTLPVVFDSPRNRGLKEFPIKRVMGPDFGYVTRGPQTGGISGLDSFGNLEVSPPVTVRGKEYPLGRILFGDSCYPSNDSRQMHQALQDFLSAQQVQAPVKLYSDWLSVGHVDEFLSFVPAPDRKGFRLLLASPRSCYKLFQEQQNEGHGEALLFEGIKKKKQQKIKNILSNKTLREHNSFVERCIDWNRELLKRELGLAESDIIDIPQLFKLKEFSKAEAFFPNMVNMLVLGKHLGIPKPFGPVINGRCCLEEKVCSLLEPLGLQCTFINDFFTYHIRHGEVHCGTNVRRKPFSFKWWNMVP
Fam108B counter: counter-screen for RBBP9 inhibitors: inhibitors of mouse Fam108B; AID 1947; actives 0.33% (n = 300,000); inhibition, % at 9.51 µM; recombinant Fam108B, FP-Rh probe fluorescence polarization;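 active = inhibition above the screen mean inhibition plus 3 SD, computed separately per campaign, cut at about 18% in these data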;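 note: inhibitors lower polarization as less probe binds the enzyme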
pPAFAH inh: pPAFAH (human) enzyme inhibition | Q13093 | recombinant pPAFAH, FP-rhodamine probe fluorescence polarization | inhibition, % at 3.39 µM | actives 1.5% (n = 330,000);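 active = inhibition above the mean inhibition across the screen plus 3 SD, cut at about 25% in these data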;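 note: inhibitors block binding of the rhodamine activity-based probe so polarization drops; 0% = enzyme with DMSO and 100% = wells lacking pPAFAH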
GSTO1 counter: counter-screen for RBBP9 inhibitors: inhibitors of human GSTO1; P78417; actives 1.1% (n = 300,000); recombinant GSTO1, activity-based probe fluorescence polarization; inhibition, % at 5.96 µM; AID 1974;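 active = inhibition above the campaign mean inhibition plus 3 SD, cut at about 35% in these data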;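 note: 0% = GSTO1-1 with DMSO and 100% = wells lacking GSTO1-1 enzyme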
PAFAH1B3 inh: blocks human PAF acetylhydrolase 1B catalytic subunit 3. inhibition, % at 3.39 µM. actives 0.28% (n = 340,000). AID 492972. recombinant PAFAH1B3, FP-rhodamine probe, fluorescence polarization;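 active = inhibition above the screen-wide average of all tested compounds plus 3 SD, cut at about 25% in these data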;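 note: 0% = enzyme with DMSO only and 100% = wells lacking PAFAH1B3 protein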
Target sequence (Q15102 whole entry, looked up): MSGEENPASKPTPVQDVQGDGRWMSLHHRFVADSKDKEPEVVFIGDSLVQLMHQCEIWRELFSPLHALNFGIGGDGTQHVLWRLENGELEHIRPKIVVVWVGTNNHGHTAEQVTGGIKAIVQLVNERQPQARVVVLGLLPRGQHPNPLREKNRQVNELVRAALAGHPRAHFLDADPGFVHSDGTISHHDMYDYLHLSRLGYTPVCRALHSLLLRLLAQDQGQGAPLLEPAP
* hit, by the source's call; x = not tested or not shown. Not all compounds are listed (hit frequency here may not be typical).

Start of the data: the first 4 records, to show the layout:
SMILES	PAFAH1B2 inh	PME-1 primary	LYPLA1 counter	PAFAH2 inh	PAD4 inh	Fam108B counter	pPAFAH inh	GSTO1 counter	PAFAH1B3 inh
Cc1ccc(C2=CSC3=NCCN23)c(C)c1	-2	-17	-3	-7	-1	1	2	-3	5
CN(C(=O)c1c[nH]c(=O)cc1C(F)(F)F)c1ccc(Cl)cc1	0	-1	0	3	7	5	1	-1	6
CC1CCC2(CC1)NC(=O)N(CC(=O)N1CCN(C(=O)c3cccs3)CC1)C2=O (stereo not drawn)	5	0	-1	-9	-4	x	-1	x	7
OC(CC#CCN1CCCCC1)(c1ccccc1)c1ccccc1	-3	-2	-1	-7	-2	0	-2	0	6

This part in full, repeating the preview:
SMILES	PAFAH1B2 inh	PME-1 primary	LYPLA1 counter	PAFAH2 inh	PAD4 inh	Fam108B counter	pPAFAH inh	GSTO1 counter	PAFAH1B3 inh
Cc1ccc(C2=CSC3=NCCN23)c(C)c1	-2	-17	-3	-7	-1	1	2	-3	5
CN(C(=O)c1c[nH]c(=O)cc1C(F)(F)F)c1ccc(Cl)cc1	0	-1	0	3	7	5	1	-1	6
CC1CCC2(CC1)NC(=O)N(CC(=O)N1CCN(C(=O)c3cccs3)CC1)C2=O (stereo not drawn)	5	0	-1	-9	-4	x	-1	x	7
OC(CC#CCN1CCCCC1)(c1ccccc1)c1ccccc1	-3	-2	-1	-7	-2	0	-2	0	6
CCOCC(=O)Nc1nnc(COC)s1	-3	1	1	2	0	-1	4	16	3
CCOCCCNC(=O)N[C@@H](C)C(=O)OC	-2	-1	-3	1	-2	0	3	-3	1
CC(C)c1nnc(NC(=O)Cn2nc(-c3ccc4c(c3)OCCO4)ccc2=O)s1	3	4	-2	2	-1	-2	-2	-7	-1
Cn1c(=O)oc2cc(S(=O)(=O)NCc3ccc(F)cc3)ccc21	5	1	1	-5	-1	-2	1	11	0
CC(=O)c1cccc(NC(=O)c2noc3c2CCc2ccccc2-3)c1	3	2	1	1	5	-2	1	3	7
COc1ccc(NC(=O)CCn2c(=O)c3cccn3c3ccccc32)cc1	6	-3	-2	3	-4	1	0	-2	3
Cn1nc(C(F)(F)F)c(-c2ccccc2)c1NC(=O)c1ccco1	7	-4	1	4	3	0	5	1	-3
COc1ccc(C)cc1S(=O)(=O)NC(C)C(=O)Nc1ccc2c(c1)OCO2 (stereo not drawn)	6	5	3	-6	4	-1	5	-3	2
CCC(CO)Nc1ncnc2onc(-c3ccc(F)cc3)c12 (stereo not drawn)	5	2	-2	-6	2	2	2	-2	-1
CNC(=O)c1cc(Cl)c(OC)c(OC)c1	3	-11	-9	0	-7	4	-7	6	-2
CCN(CC(=O)Nc1ccccc1OC)C(=O)CN1C(=O)NC2(CCCC2)C1=O	1	-1	2	0	1	-1	-1	4	3
CN(C)c1cccc(C(=O)NCCCSc2ccccc2)c1	7	6	0	4	1	9	6	-1	8
O=C(NCc1ccc2c(c1)OCO2)c1cc(-c2ccccc2Cl)on1	-4	-3	-5	0	1	-5	1	-10	5
Cc1c(Cl)cccc1N1C(=O)C(N2C(=O)c3cccc([N+](=O)[O-])c3C2=O)C1c1cccs1 (stereo not drawn)	4	0	-2	14	-3	0	0	-1	11
COc1cccc(CNC(=O)C2CCC(CNS(=O)(=O)c3cccc4nsnc34)CC2)c1 (stereo not drawn)	-3	-3	1	0	1	0	-5	2	4
CCn1c2ccc(C)cc2c2nnc(NN)nc21	1	-1	-7	-5	-15	-2	4	0	-3
N=C(N)Sc1nc(N2CCCCC2)nc(N2CCCCC2)n1	5	-2	1	-2	-1	-2	2	5	7
Cc1cc2occ(CC(=O)NCc3cccs3)c2cc1C(C)C	6	8	-4	-12	-1	3	10	-6	6
Cc1nc(N2CCC(C)CC2)c2c(C)c(C(=O)Nc3cccc(C(F)(F)F)c3)sc2n1	-15	-7	-5	-31	-2	-32	-2	-5	-25
CC(SCc1cc(=O)n2c([nH]c3ccccc32)c1C#N)C(=O)O (stereo not drawn)	6	6	-2	5	-7	8	23	17	7
Cc1nc2ccccn2c1C(=O)N/N=C/c1ccccc1Cl	4	4	1	-4	0	-3	1	0	8

Limited to PAFAH1B2 inh and GSTO1 counter, for some of the entries so far:
mol | PAFAH1B2 inh | GSTO1 counter
CCC(CO)Nc1ncnc2onc(-c3ccc(F)cc3)c12 (stereo not drawn) | 5 | -2
CNC(=O)c1cc(Cl)c(OC)c(OC)c1 | 3 | 6
CCN(CC(=O)Nc1ccccc1OC)C(=O)CN1C(=O)NC2(CCCC2)C1=O | 1 | 4
CN(C)c1cccc(C(=O)NCCCSc2ccccc2)c1 | 7 | -1
O=C(NCc1ccc2c(c1)OCO2)c1cc(-c2ccccc2Cl)on1 | -4 | -10
Cc1c(Cl)cccc1N1C(=O)C(N2C(=O)c3cccc([N+](=O)[O-])c3C2=O)C1c1cccs1 (stereo not drawn) | 4 | -1

Going on with the list.
SMILES	PAFAH1B2 inh	PME-1 primary	LYPLA1 counter	PAFAH2 inh	PAD4 inh	Fam108B counter	pPAFAH inh	GSTO1 counter	PAFAH1B3 inh
CC(C)=NOCC(=O)Nn1c(COc2c(C)cccc2C)nc2ccccc2c1=O	7	-1	3	-1	-2	3	-2	11	5
O=C1Nc2ccccc2C(O)(C(=O)NCc2ccco2)N1c1ccccc1 (stereo not drawn)	-1	-2	1	4	0	-3	2	4	7
O=C(N/N=C/c1ccc([N+](=O)[O-])cc1)c1ccccc1OCc1ccccc1	0	9	3	-2	-5	-7	1	-6	4
CC1CN(c2ccc([N+](=O)[O-])c(NCCOc3ccccc3)c2)CCN1 (stereo not drawn)	2	5	2	-6	5	4	2	-1	-1
O=C(Nc1ccc(F)c(F)c1)C1CCCN(S(=O)(=O)c2cnc[nH]2)C1 (stereo not drawn)	0	0	1	-4	3	-3	-2	2	6
Cc1ccc(Nc2nc(N)c([N+](=O)[O-])c(N3CCOCC3)n2)cc1	2	4	5	-2	0	3	-4	-1	-4
O=c1sc(N2CCN(c3ccc(F)cc3)CC2)nc2ccsc12	2	-8	1	-4	-2	5	-4	11	8
CCCS(=O)(=O)N1CCC(C(=O)NCCCOC(C)C)CC1	2	-5	1	-9	-2	-4	2	15	6
O=C(Nc1ccccn1)c1ccco1	-1	4	0	-1	-1	1	-4	1	14
CCCCCn1cnc2c(sc3nc4c(cc32)CSC(C)(C)C4)c1=O	4	1	-2	7	2	4	0	-3	-4
Nc1c(-c2ccccc2)cnn1-c1cccc([N+](=O)[O-])c1	3	1	-2	6	1	4	8	-1	-8
COc1ccc(NC(=O)c2oc3ccccc3c2NC(=O)C2CCCO2)cc1OC (stereo not drawn)	2	1	-4	-2	1	3	6	-4	4
COC(=O)Nc1ccccc1C(=O)N1CCC(O)(c2ccc(Cl)cc2)CC1	-2	17	-2	-1	-1	1	0	0	-1
CCN1CCN(C(=S)Nc2cc(S(=O)(=O)N(CC)CC)ccc2C)CC1	15	-2	6	2	2	1	6	0	1
COC(=O)C1=C(C(=O)OC)[C@@H]2N(Cc3ccccc3)c3ccccc3[C@@]23C[C@@H](C(=O)OC)N(C(=O)COCc2ccccc2)C3=N1	-2	-2	0	1	1	0	2	2	5
O=C(c1nc2ccccn2c1CN1CCCC(c2nc3ccccc3o2)C1)N1CCCC1 (stereo not drawn)	7	5	-1	0	0	1	2	4	3
COc1ccc(N2CCN(C(=O)CSc3nnc(C)c(=O)[nH]3)CC2)cc1	3	0	0	8	-1	0	0	4	5
Cc1ccccc1OCC(=O)NS(=O)(=O)c1ccc(Cl)cc1	19	-1	4	-1	-9	-8	-5	0	1
CCSc1cc(C)nc2c(-c3ccccc3)cnn12	3	-7	-1	8	-3	0	0	5	2
Cc1nnc(NS(=O)(=O)c2ccc(Br)cc2)s1	0	1	-1	-9	1	0	-6	0	2
CCn1c(CCNC(=O)c2ccc(OC)c(OC)c2)nc2ccccc21	-2	3	-4	1	-5	1	0	8	10
CCCCn1c(=O)c(CCC(=O)OCC(=O)NC(=O)NCCOC)nc2ccccc21	3	5	-1	5	2	0	11	-4	2
COC(=O)Cn1nc(C)c2ccccc2c1=O	3	7	1	3	1	9	0	7	3
COc1cc(OC)c(C(=O)OCC(=O)NCCC2=CCCCC2)cc1OC	-3	1	2	11	3	-2	1	-8	0
COc1ccc(CNC2CCCCC2)cc1	-3	-8	-4	-2	-1	5	0	-8	0

Three entries from above, sorted by the number in PAFAH2 inh, highest first:
SMILES | PAFAH2 inh
CC(C)=NOCC(=O)Nn1c(COc2c(C)cccc2C)nc2ccccc2c1=O | -1
O=c1sc(N2CCN(c3ccc(F)cc3)CC2)nc2ccsc12 | -4
Cc1nnc(NS(=O)(=O)c2ccc(Br)cc2)s1 | -9

Entries of single compounds, quoted from the list:
`CCCS(=O)(=O)N1CCC(C(=O)NCCCOC(C)C)CC1` is listed as PAFAH1B2 inh = 2; PME-1 primary = -5; LYPLA1 counter = 1; PAFAH2 inh = -9; PAD4 inh = -2; Fam108B counter = -4; pPAFAH inh = 2; GSTO1 counter = 15; PAFAH1B3 inh = 6
`O=C(c1nc2ccccn2c1CN1CCCC(c2nc3ccccc3o2)C1)N1CCCC1` (stereo not drawn) is listed as PAFAH1B2 inh = 7; PME-1 primary = 5; LYPLA1 counter = -1; PAFAH2 inh = 0; PAD4 inh = 0; Fam108B counter = 1; pPAFAH inh = 2; GSTO1 counter = 4; PAFAH1B3 inh = 3

(further entries)
SMILES	PAFAH1B2 inh	PME-1 primary	LYPLA1 counter	PAFAH2 inh	PAD4 inh	Fam108B counter	pPAFAH inh	GSTO1 counter	PAFAH1B3 inh
O=C(NC1CCCCC1)c1cc([N+](=O)[O-])ccc1N1CCCCC1	-3	3	3	-11	-3	-1	0	0	0
Cc1ccc(C(=O)NC(=S)N2CCN(c3ccccc3F)CC2)cc1	5	-3	-2	0	-2	2	4	1	8
Cc1cc2nc3n(c2cc1C)CC1CC(C(=O)NCC2CC2)N(C)C31 (stereo not drawn)	5	5	-1	-5	-2	-1	2	-18	-5
CC(C(=O)Nc1ccc(C#N)cc1)N(C)CC(=O)N(C)c1c(N)n(Cc2ccccc2)c(=O)[nH]c1=O (stereo not drawn)	2	x	x	-10	-3	x	-3	x	-5
O=C(NCc1ccccn1)c1ccc(Cl)c(S(=O)(=O)N2CCOCC2)c1	2	10	1	11	1	1	1	0	10
COc1ccc(-c2nn(-c3ccccc3)cc2/C=N/O)cc1OC	5	-1	-1	-1	-1	-5	-1	1	3
COc1ccc(CCCC(=O)N/N=C/c2ccccc2OC)cc1	-1	-2	-1	3	-1	3	2	11	10
CC(C)(C)c1cc(NC(=O)c2cccc(S(=O)(=O)N3CCOCC3)c2)no1	2	-2	0	-5	2	4	4	5	12
COc1ccccc1-n1ccnc(SCC(=O)NCc2ccccc2Cl)c1=O	9	1	-4	5	2	-2	2	2	6
